Source: PubChem (The Scripps Research Institute Molecular Screening Center)
UHRF1 MBD2 ctr: blocks human UHRF1 binding to methylated DNA. Q96T88. UHRF1 binding to methylated oligo, TR-FRET. inhibition, % at 4.4 µM. 370,000 compounds, 0.75% hits; in the data active = inhibition above about 21%;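 note: UHRF1 SRA domain binding a hemimethylated CpG hairpin DNA probe; 0% = median of test compound wells and 100% = reference inhibitor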
SIAE inh: inhibitors of human sialic acid acetylesterase SIAE; SIAE FP-Rh probe binding, fluorescence polarization; 370,000 compounds, 0.69% hits; Q9HAT2; inhibition, % at 9.66 µM;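 active = inhibition above a cutoff: mean of compounds within the control limits plus 3 SD of those, cut at about 17% in these data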;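 note: 0% = plate median of compound wells and 100% = probe without SIAE protein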
Target sequence (Q9HAT2 whole entry, looked up): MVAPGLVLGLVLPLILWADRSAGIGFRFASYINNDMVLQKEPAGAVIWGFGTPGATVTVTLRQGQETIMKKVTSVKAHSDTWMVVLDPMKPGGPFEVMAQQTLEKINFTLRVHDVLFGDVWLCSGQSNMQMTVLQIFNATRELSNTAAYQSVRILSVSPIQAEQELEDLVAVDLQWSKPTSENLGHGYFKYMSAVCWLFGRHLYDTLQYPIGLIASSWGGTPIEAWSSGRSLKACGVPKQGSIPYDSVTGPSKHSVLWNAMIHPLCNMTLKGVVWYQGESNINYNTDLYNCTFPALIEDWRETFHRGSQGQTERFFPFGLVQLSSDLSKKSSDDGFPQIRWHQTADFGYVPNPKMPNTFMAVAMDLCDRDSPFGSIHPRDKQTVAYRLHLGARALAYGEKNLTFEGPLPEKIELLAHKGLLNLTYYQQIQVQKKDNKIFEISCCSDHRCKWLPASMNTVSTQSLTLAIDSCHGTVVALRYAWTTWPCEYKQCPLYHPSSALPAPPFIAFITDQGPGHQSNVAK
Tn6 DDE FP: DD(E)-Tn6 binding inhibition, primary FP screen; Fibrin DD(E) TRITC-Tn6 fluorescence polarization displacement; inhibition, % at 8.3 µM; 370,000 compounds, 0.21% hits; AID 720509;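 active = inhibition above a per-campaign cutoff: mean of compounds within control limits plus 3 SD, cut at about 15% in these data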;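 note: 0% = median of all compound wells on the plate and 100% = blocking peptide control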
DDE Tn7 FP inh: inhibitors of Tn7 peptide binding to human fibrin DD(E) | inhibition, % at 8.3 µM | FP displacement of FITC-Tn7 peptide from fibrin DD(E); 0% = median of compound wells per plate | 370,000 compounds, 0.13% hits;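 active = inhibition above the mean of compounds falling within the control limits plus 3 SD of them, cut at about 14% in these data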;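 note: 0% = plate median of compound wells and 100% = 10 µM Aha-Tn7 peptide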
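Test system: human clot-derived fibrin DD(E) complex / Quantity: 2 µM final DD(E) protein / Incubation: 10 min plus 3 h, room temperature / Measured by: fluorescence polarization / Benchmarks: high control of 10 µM Aha-Tn7 peptide / Replicates: singlicate testing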
LEDGF integ inh: blocks HIV-1 LEDGF/p75-dependent DNA integration; AID 743269; TR-FRET IN-LEDGF/p75 DNA integration, Eu/Cy5; 370,000 compounds, 0.64% hits; inhibition, % at 3.7 µM;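 active = inhibition above the screen-wide mean plus 3 SD, cut at about 13% in these data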;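 note: signal is the Cy5 over europium emission ratio at 671 and 618 nm; 0% = plate median of compound wells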
TCR-CD3 inh: human TCR-CD3 binding inhibition; TAMRA-labeled TCR probe fluorescence, biochemical; inhibition, % at 9.4 µM; 360,000 compounds, 0.37% hits; in the data active = inhibition above about 19%;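 note: recombinant mutant TCR 2C K166C tagged with TAMRA read by polarization; 0% = receptor in buffer alone and 100% = receptor with positive control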
KLK7 zymogen act: activators of human kallikrein-7 zymogen | P49862 | purified proKLK7, EDANS-DABCYL substrate fluorescence; 100% is mature enzyme control, 0% vehicle | activation, % at 7 µM | 370,000 compounds, 0.9% hits;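 active = activation above the mean of all tested compounds plus 3 SD, computed per campaign excluding outliers beyond control limits, cut at about 13% in these data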
Target sequence (P49862 whole entry, looked up): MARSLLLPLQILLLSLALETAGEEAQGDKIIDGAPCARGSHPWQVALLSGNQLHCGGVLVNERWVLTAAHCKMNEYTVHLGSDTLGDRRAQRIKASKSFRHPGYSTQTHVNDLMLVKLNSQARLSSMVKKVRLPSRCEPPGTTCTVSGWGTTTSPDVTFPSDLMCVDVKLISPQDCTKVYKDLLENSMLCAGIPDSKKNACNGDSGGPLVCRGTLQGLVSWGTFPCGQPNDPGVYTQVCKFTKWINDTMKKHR
PRMT1 inh: PRMT1 (human) inhibition, primary screen | 370,000 compounds, 1.3% hits | recombinant PRMT1, activity-based probe fluorescence polarization | AID 652257 | inhibition, % at 2.79 µM | Q99873;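 active = inhibition above about 21% made by adding two undisclosed values, limit read from the data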
TDP2 absorb: blocks human TDP2 phosphodiesterase activity; recombinant TDP2, T5PNP hydrolysis, p-nitrophenol absorbance 415 nm; inhibition, % at 12.8 µM; 370,000 compounds, 0.34% hits; AID 720702;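 active = inhibition above the mean of all tested compounds plus 3 SD, set per campaign, cut at about 25% in these data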;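 note: 0% = DMSO with enzyme and 100% = buffer with substrate but no TDP2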
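Incubation: 2 h at 37 °C; Test system: recombinant human TDP2; Quantity: enzyme 120 nM; Read-out basis: percent inhibition; Medium: 50 mM Tris-HCl pH 7.5 with Mg2+, KCl, DTT, BSA; Repeats: single replicate; Compound: 12.8 µM single point, 1% DMSO; Signal: epi absorbance; Reagent: 5 mM T5PNP chromogenic substrate; Benchmarks: no-enzyme high, DMSO-plus-enzyme low.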
MBD2 DNA inh: inhibitors of human MBD2 binding to methylated oligonucleotide. Q9UBB5. TR-FRET. 370,000 compounds, 0.31% hits. inhibition, % at 4.4 µM; in the data active = inhibition above about 13%
* hit, by the source's call.

SMILES	UHRF1 MBD2 ctr	SIAE inh	Tn6 DDE FP	DDE Tn7 FP inh	LEDGF integ inh	TCR-CD3 inh	KLK7 zymogen act	PRMT1 inh	TDP2 absorb	MBD2 DNA inh
COc1ccc(CCNC(=O)COC(=O)c2ccco2)cc1OC	5.1	2.3	-6.5	2.0	-1.2	-0.9	0.2	0.9	12.1	4.2
CC1=NC(C#N)=C(C#N)NC(C)(C)C1	-1.4	9.2	-2.7	-3.0	0.6	3.9	0.7	0.8	20.1	-1.1
Nc1ccc(-c2nnn(Cc3ccccc3)n2)cc1	0.3	4.7	-7.8	-5.5	-0.3	-4.2	-0.2	-2.5	-4.7	-7.4
COc1ccc(O/C(=N\S(=O)(=O)c2ccccc2)c2ccccc2)cc1	-1.2	5.6	-5.9	4.2	-2.6	-3.0	0.2	5.0	-4.9	1.0
CCOC(=O)N1CCN(C(=O)c2cccc(NC3=NC4CS(=O)(=O)CC4S3)c2)CC1 (stereo not given)	-8.0	-1.5	-2.2	0.3	3.2	6.4	0.7	-3.0	6.6	-6.3
Cc1cc(C(=O)NNC(=O)c2ccc(Cl)cc2Cl)c(C)o1	-2.0	5.8	1.1	-0.3	2.5	0.5	0.3	-1.1	12.8	-4.0
CC(=O)Oc1ccc(Oc2ccc(-c3noc(C)n3)cc2)cc1	-0.5	9.2	7.2	1.0	2.9	1.1	0.3	-2.4	1.1	-2.5
O=C(NCC1CCCN1S(=O)(=O)c1cccs1)c1cccc(Cl)c1 (stereo not given)	-0.8	3.0	-10.7	0.9	-1.3	3.5	0.1	-2.9	10.0	0.1
CCOC(=O)c1ccc(N2C(=O)CC(Sc3nc(O)c(CC)c(=O)[nH]3)C2=O)cc1 (stereo not given)	8.3	0.7	1.6	4.4	1.7	2.4	-0.4	-0.3	9.4	3.0
COc1ccccc1-n1cnnc1SCC(=O)NCC1CCCO1 (stereo not given)	1.2	1.2	-0.7	-6.7	-1.6	-5.5	0.5	0.0	10.1	1.9
Cc1ccc(NC(=O)c2ccc3c(c2)C(=O)N(c2cc(C)ccc2C)C3=O)nc1	-1.4	6.9	-3.6	-7.1	1.8	3.5	-0.8	1.4	-9.7	-0.2
Cc1ccc(NC(=O)c2cc(N3C(=O)CCC3=O)ccc2N2CCCCC2)cc1	-0.1	-3.9	-5.0	-1.1	3.6	3.1	-0.2	1.3	8.0	-2.6
COc1ccccc1NC(=O)CNC(c1ccccc1)c1ccccc1	2.1	-15.6	1.2	-4.1	-0.3	-11.9	0.0	-4.3	-21.4	-3.7
COc1ccc(NC(=O)c2ccc[n+]([O-])c2)cc1	-2.0	-0.5	0.7	7.5	1.9	5.6	1.1	-1.0	-2.2	1.1
COC(=O)C(C)(C)ONC(=O)Nc1ccccc1[N+](=O)[O-]	-1.5	-1.2	-1.7	-4.8	0.9	1.9	-1.1	-1.1	3.7	1.0
O=C(COC(=O)/C=C/c1cccc(F)c1)NC1CCCCC1	-0.5	-1.7	1.6	-2.3	2.5	1.7	0.6	-2.8	8.2	-5.2
O=C(O)C(c1ccccc1)N1C(=O)/C(=C\c2ccc(-c3cccc(Cl)c3)o2)SC1=S (stereo not given)	8.4	-17.2	-3.5	-3.4	-1.2	-0.8	0.5	17.6	-1.6	1.6
COc1ccccc1NS(=O)(=O)c1cc(-c2cnc(C3CC3)o2)ccc1C	-3.6	0.9	7.2	1.3	6.4	5.8	0.3	-0.2	-3.8	-1.6
Cc1c(O)ccc2c(CC(=O)N[C@@H](Cc3c[nH]c4ccccc34)C(=O)O)cc(=O)oc12	1.0	-0.1	-1.2	-2.0	-0.1	-0.7	-27.6	3.2	-6.2	-2.3
CC(C)COc1cccc(-c2cc(C(=O)Nc3ccon3)c3ccccc3n2)c1	1.8	-22.8	-4.9	3.4	4.3	5.8	0.4	-1.8	5.0	-1.3
Cc1c(Br)c([N+](=O)[O-])nn1C(C)C(=O)NCc1cccs1 (stereo not given)	2.7	-7.5	-2.9	1.6	-2.1	-6.5	0.3	3.0	-9.7	8.1
CCc1nnc(NC(=O)C2=CCN(S(=O)(=O)c3ccccc3)CC2)s1	5.2	-10.9	-7.8	-1.9	-1.6	-6.3	0.1	6.3	-1.5	7.3
COc1ccc(S(=O)(=O)N2CCCCC2)cc1NC(=O)CCNC(=O)c1ccco1	0.5	-0.7	1.9	-2.9	-4.7	0.1	-0.1	-2.2	1.9	1.5
C[C@H](O)[C@@H]1CN2CCc3c([nH]c4ccccc34)[C@@H]2C[C@@H]1N(C)CC1CCCCC1	2.4	11.2	5.2	-2.5	4.4	2.6	0.7	-8.6	-0.5	-0.6
Cc1c(C(=O)NCc2ccc([N+](=O)[O-])cc2)sc(=O)n1Cc1ccc2c(c1)OCO2	-1.6	2.6	1.9	3.2	6.1	-1.5	-0.5	-1.9	0.0	-5.5

Part of the list above in order of length of the SMILES, ascending.
SMILES	UHRF1 MBD2 ctr	SIAE inh	Tn6 DDE FP	DDE Tn7 FP inh	LEDGF integ inh	TCR-CD3 inh	KLK7 zymogen act	PRMT1 inh	TDP2 absorb	MBD2 DNA inh
COc1ccccc1-n1cnnc1SCC(=O)NCC1CCCO1 (stereo not given)	1.2	1.2	-0.7	-6.7	-1.6	-5.5	0.5	0.0	10.1	1.9
CCc1nnc(NC(=O)C2=CCN(S(=O)(=O)c3ccccc3)CC2)s1	5.2	-10.9	-7.8	-1.9	-1.6	-6.3	0.1	6.3	-1.5	7.3
Cc1c(C(=O)NCc2ccc([N+](=O)[O-])cc2)sc(=O)n1Cc1ccc2c(c1)OCO2	-1.6	2.6	1.9	3.2	6.1	-1.5	-0.5	-1.9	0.0	-5.5

Back to the main list with the 2 entries that preceded the break.
SMILES	UHRF1 MBD2 ctr	SIAE inh	Tn6 DDE FP	DDE Tn7 FP inh	LEDGF integ inh	TCR-CD3 inh	KLK7 zymogen act	PRMT1 inh	TDP2 absorb	MBD2 DNA inh
C[C@H](O)[C@@H]1CN2CCc3c([nH]c4ccccc34)[C@@H]2C[C@@H]1N(C)CC1CCCCC1	2.4	11.2	5.2	-2.5	4.4	2.6	0.7	-8.6	-0.5	-0.6
Cc1c(C(=O)NCc2ccc([N+](=O)[O-])cc2)sc(=O)n1Cc1ccc2c(c1)OCO2	-1.6	2.6	1.9	3.2	6.1	-1.5	-0.5	-1.9	0.0	-5.5
COc1ncc(-c2ccc(N3C(c4ccsc4)=Cc4ccc(F)cc4C3CC(=O)c3ccco3)cc2)cn1 (stereo not given)	1.2	6.5	0.1	0.1	-4.3	0.1	-2.1	0.6	4.4	3.3
Cn1c(=O)c2nc(NCc3ccccc3)sc2n(C)c1=O	-0.1	9.8	4.1	-0.4	3.0	-1.8	0.2	-8.2	9.5	-1.1
C[C@H](CO)N1C[C@H](C)[C@H](CN(C)C(=O)Nc2ccc(F)cc2)OCc2ccccc2-c2c(n(C)c3ccccc23)C1=O	3.9	-0.5	-0.7	0.1	-0.4	-3.5	1.1	5.2	7.2	1.0
O=C(c1ccco1)N1CCN(C(=S)Nc2ccccc2Cl)CC1	0.6	1.9	-7.1	0.6	-3.3	-4.3	0.3	-0.2	-8.8	0.8
Cc1nnsc1-c1nnc(SCC(=O)c2ccc(F)cc2)n1C1CC1	4.8	5.7	-2.9	-4.2	2.2	-3.1	-0.4	-4.2	-23.5	1.4
O=C(c1ccccc1)N1CCCCC(S(=O)(=O)c2ccc3ccccc3c2)C1=O (stereo not given)	-1.8	0.2	3.5	-0.1	-0.8	-6.0	-0.2	-0.2	5.7	-3.0
CN(c1ccc(C(=O)N2CCCCC2)cc1)S(C)(=O)=O	-0.9	-4.7	7.8	8.7	1.6	3.4	0.1	-2.6	4.4	-4.4
Cc1cc(NC(=O)c2c([N+](=O)[O-])cnn2C)no1	-2.5	1.4	6.9	7.4	-1.3	0.8	0.3	-4.1	-2.2	-6.8
CC1=C(C(=O)N2CCOCC2)CC(CC(=O)NCc2cccc3ccccc23)C(=O)N1Cc1ccc(C(C)(C)C)cc1 (stereo not given)	1.0	-1.5	5.9	-0.9	2.5	-1.2	-0.2	0.0	-0.1	-2.8
CC(C)(C)NC(=O)N1c2ccccc2Sc2ccccc21	-0.4	8.2	7.8	-7.6	0.4	8.3	0.7	-3.3	-17.1	-4.0
C/C(=N/NC(=O)CNC(=O)c1ccncc1)c1ccco1	-0.4	-5.0	-0.4	-5.7	-1.7	0.3	-0.4	-1.6	2.5	-1.8
CC(C)COC(=O)N1CC(O)CC1C(=O)O (stereo not given)	0.3	-3.2	5.0	5.7	-0.9	6.6	-0.4	-5.3	-0.9	-3.0
CN1CCCC1CCNC1C2CC3CC(C2)CC1C3 (stereo not given)	1.3	-6.2	5.4	4.8	-2.6	-2.6	-0.2	3.1	6.4	4.3
CSc1ccccc1NC(=O)CN(Cc1ccccc1)S(C)(=O)=O	0.8	1.2	5.5	3.4	-1.2	4.6	0.5	-2.2	-2.1	0.5
CCCNC(=O)C(CC)NS(=O)(=O)c1ccc(OC)cc1 (stereo not given)	1.7	-3.2	1.7	4.8	-5.8	1.7	-0.8	1.6	0.0	5.2
CCSc1nnc(NC(=O)CSc2nnc(Cc3cccn3C)n2-c2ccc(F)cc2)s1	-1.1	-11.7	1.2	-2.4	1.4	0.6	1.2	5.8	-0.3	-0.5
NS(=O)(=O)c1ccc(NC(=O)COC(=O)Cc2c[nH]c3ccccc23)cc1	-0.4	-9.6	2.0	3.1	1.2	1.7	0.9	0.7	-2.0	1.5
O=C(COc1ccc([N+](=O)[O-])cc1)Nc1ccc(N2CCN(C(=O)c3ccco3)CC2)cc1	-0.5	-1.0	-7.7	2.1	-2.3	-5.1	-0.1	1.5	7.0	3.9
Cc1cc2c(NC(=O)Nc3ccc(C(C)(C)C)cc3)cccc2nn1	-6.8	-78.5	-21.6	-3.3	0.5	0.0	-1.1	0.0	7.5	-9.0
O=C(Nc1ccc(NC(=O)c2ccco2)c(Cl)c1)c1ccccc1	41.7*	-6.8	-1.4	0.7	-3.0	-10.5	0.2	3.6	-2.9	2.9
